Assay outcomes: PubChem, several laboratories
NCOA3 inh = SRC3 coactivator transcriptional activity inhibitors, primary screen, cell-based, luminescence | Nuclear receptor coactivator 3 (Homo sapiens), Q9Y6Q9 | HEK293 GAL4-SRC3 luciferase reporter | inhibition, % at 3.6 µM | actives 0.17% (n = 360,000) | AID 588352, 2011;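 active = inhibition above a per-campaign cutoff, the mean of all compounds plus 3 SD, cut at about 60% in these data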;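 note: 0% = DMSO-treated cells and 100% = gossypol-treated cells at 36 µM; higher means less SRC3-driven luciferase light from the GAL4 reporter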
TROY signal inh = inhibitors of TROY-driven NF-kB signaling, primary screen, Q293 LMP1-TROYcd cells, NF-kB luciferase, uHTS; Q293 LMP1-TROYcd NF-kB luciferase reporter, 4 h; inhibition, % at 10 µM; actives 0.98% (n = 360,000); AID 1347056, 2019;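 active = compounds whose plate-normalised and pattern-corrected inhibition of the luciferase reporter signal at the single screening dose is 50% or more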
NCOA1 inh = SRC1 coactivator transcriptional activity inhibitors, primary screen, cell-based, luminescence | Nuclear receptor coactivator 1 (Homo sapiens), Q15788 | HEK293 GAL4-SRC1 luciferase reporter | inhibition, % at 3.6 µM | actives 0.12% (n = 360,000);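 active = inhibition above the campaign mean plus 3 SD, with each screening campaign given its own cutoff, cut at about 60% in these data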;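 note: 0% = DMSO treated cells and 100% = gossypol at 36 µM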
TLR9-MyD88 inh = inhibitors of TLR9-MyD88 association in cells, primary screen, cell-based, CHO, BLA complementation, fluorescence; inhibition, % at 4.98 µM; CCF4 FRET ratio; AID 504734, 2011; Toll-like receptor 9 (Homo sapiens) + Myeloid differentiation primary response protein …; actives 0.21% (n = 340,000);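 active = inhibition above the mean over all tested compounds plus 3 SD, cut at about 21% in these data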;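 note: 0% = DMSO only wells and 100% = clavulanate BLA inhibitor control wells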
SRC2 inh = inhibition of GAL4-SRC2 driven luciferase reporter, primary screen, SRC2 inhibitor project, cell-based, luminescence. AID 651957, 2012. Nuclear receptor coactivator 2 (Homo sapiens), Q15596. inhibition, % at 9 µM. actives 0.17% (n = 370,000). HEK293 GAL4-SRC2 luciferase reporter;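 active = inhibition above the mean inhibition of all tested compounds plus 3 SD, set per campaign, cut at about 52% in these data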;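 note: 0% = DMSO treated cells and 100% = cells given Gossypol at 36 µM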
NOD2 RIPK2 PPI = NOD2-RIPK2 binding disruptors in cells, primary screen, fluorescence, CHO cells, BLA complementation; Receptor-interacting serine/threonine-protein kinase 2 (Homo sapiens), O43353; CCF4 ratio; inhibition, % at 4.98 µM; actives 0.38% (n = 360,000); in the data active = inhibition above about 21%;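 note: 0% = vehicle only and 100% = reference blocker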
NR5A2 inv ag = LRH-1 (NR5A2) inverse agonists, primary screen, cell-based, luminescence, HEK293T, StAR-luciferase reporter; AID 602396, 2012; actives 0.13% (n = 360,000); LRH-1 transfected, 24 h; inhibition, % at 3.6 µM;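 active = inhibition above the mean inhibition of all tested compounds plus 3 SD, cut at about 73% in these data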;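 note: 0% = DMSO wells and 100% = reporter-only cells lacking LRH-1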
Target sequence (O00482 whole entry, looked up): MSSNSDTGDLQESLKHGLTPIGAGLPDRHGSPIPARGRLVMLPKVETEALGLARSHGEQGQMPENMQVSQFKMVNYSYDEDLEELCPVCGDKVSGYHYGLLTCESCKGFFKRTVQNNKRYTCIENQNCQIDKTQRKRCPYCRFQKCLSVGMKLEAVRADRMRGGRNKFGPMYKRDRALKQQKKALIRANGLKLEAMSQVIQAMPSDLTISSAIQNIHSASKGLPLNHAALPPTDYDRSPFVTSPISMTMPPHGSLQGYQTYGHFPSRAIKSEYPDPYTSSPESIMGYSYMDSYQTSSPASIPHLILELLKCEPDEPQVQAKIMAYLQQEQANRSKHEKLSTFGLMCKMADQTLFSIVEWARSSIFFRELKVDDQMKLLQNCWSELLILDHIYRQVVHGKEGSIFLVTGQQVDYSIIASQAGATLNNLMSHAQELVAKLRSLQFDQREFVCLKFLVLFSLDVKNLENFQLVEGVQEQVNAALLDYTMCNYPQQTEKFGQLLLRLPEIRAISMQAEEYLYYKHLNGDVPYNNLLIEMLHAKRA
NR2F2 inh = NR2F2 transcriptional activity inhibitors, primary screen, cell-based, luciferase reporter, HEK293T, luminescence. COUP transcription factor 2 (Homo sapiens), P24468. HEK293T NGFI-A luciferase reporter. inhibition, % at 8.6 µM. actives 0.7% (n = 370,000). AID 686940, 2013;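 active = inhibition above a per-plate cutoff, mean inhibition of test wells between control levels plus 3 SD, cut at about 38% in these data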;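 note: cells cotransfected with COUP-TFII expression vector driving the NGFI-A reporter; 0% = median of COUP-TF2 test wells and 100% = reporter-only cells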
Target sequence (P24468 whole entry, looked up): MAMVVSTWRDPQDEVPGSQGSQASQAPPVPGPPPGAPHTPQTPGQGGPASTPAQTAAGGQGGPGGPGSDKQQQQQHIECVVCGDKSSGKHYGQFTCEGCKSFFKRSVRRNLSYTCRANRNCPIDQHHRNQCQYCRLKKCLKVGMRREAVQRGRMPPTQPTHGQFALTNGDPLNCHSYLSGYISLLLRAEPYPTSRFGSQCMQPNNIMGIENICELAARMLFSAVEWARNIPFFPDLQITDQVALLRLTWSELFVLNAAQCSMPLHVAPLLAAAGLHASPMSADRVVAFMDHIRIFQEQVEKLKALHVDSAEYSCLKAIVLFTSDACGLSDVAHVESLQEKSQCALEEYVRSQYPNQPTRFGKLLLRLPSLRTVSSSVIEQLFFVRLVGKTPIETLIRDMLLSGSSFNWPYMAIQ
Vif inh = HIV Vif self-association inhibitors, primary screen, imaging, HEK293T, single point | HEK293T cells, Vif self-association by quenched fluorescence, 24 h | inhibition, % at 7.49 µM | actives 0.35% (n = 340,000) | AID 602346, 2012; in the data active = inhibition above about 50%, passing the limit was not always enough; note: some results filed as inactive read as strong as hits
EBV LMP1 NFkB = EBV LMP1-driven NF-kappaB luciferase reporter inhibitors, primary screen, cell-based, luminescence, single point; AID 504558, 2011; LMP1-induced NF-kappaB luciferase reporter cells; inhibition, % at 12.5 µM; actives 0.69% (n = 350,000); in the data active = inhibition above about 41%;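 note: 0% = neutral control wells and 100% = reference inhibitor control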
C8 TRAIL sens = viability loss with TRAIL in NB7+C8 cells, primary screen, TRAIL sensitizer project, cell-based, ATPlite luminescence; inhibition (viability loss, TRAIL sensitization), % at 10 µM; actives 1% (n = 360,000);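 active = compounds causing at least 50% loss of cell viability in the single-dose screen, relative to plate controls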
The depositor's hits bear a star; / = not tested or not shown; & = joins results of further samples.

canonical_smiles	Vif inh	EBV LMP1 NFkB	TROY signal inh	NR5A2 inv ag	SRC2 inh	NCOA1 inh	NR2F2 inh	NCOA3 inh	C8 TRAIL sens	NOD2 RIPK2 PPI	TLR9-MyD88 inh
CCN1CCN(Cc2ccc(NC(=O)c3ccc(C)c(NC(=O)c4cccc5[nH]ccc45)c3)cc2C(F)(F)F)CC1	-5&-3	62*	-28&-3	-17&-46	-19&5	-32&-4	19&3	-21&-26	38&-4	2&8	2&-1
Cc1ccc(NS(=O)(=O)N(C)C)cc1	13	0	-9	-6	1	12	-17	8	-4	-9	0
CCOC(=O)c1ncn2c1[C@@H]1CCNC1C(=O)c1cc(OC)ccc1-2 (stereo partly drawn)	2	10	-14	-29	-7	-20	2	-1	7	-9	-9
Cc1nn(CC(C)C)c(=S)[nH]c1=O	4	1	21	-4	2	13	-9	5	3	-11	-4
CCCn1c(SCC(=O)Nc2cc(Cl)ccc2OC)n[nH]c1=O	4	-1	27	5	-10	-7	10	2	-10	8	-7
O=C(Nc1ccccc1C(=O)NCc1ccc(Cl)cc1)c1ccco1	-10	-18	8	-11	2	8	12	24	-4	-2	-6
COC(=O)[C@H](CC(C)C)NC(=O)Cn1cnc2c(NCc3ccccc3)ncnc21	13	2	-8	-8	-5	-4	13	-6	22	-4	-3
O=c1c2ccccc2nc(COc2ccccc2)n1/N=C/c1c[nH]c2ccccc12	5	2	-24	-17	-9	-19	12	16	-1	-1	-7
Cc1cc(C)cc(N=C2NC(=O)/C(=C/c3cccs3)S2)c1	6	9	0	3	13	7	0	-10	-9	-5	0
O=[N+]([O-])c1nc2ccccc2[nH]1	-9	-2	4	9	-20	-4	1	-5	1	-13	-10
Cc1cc(C)c(C#N)c(N2CCCC(C(N)=O)C2)n1 (stereo not drawn)	/	0	-8	-19	-19	8	-13	7	16	-4	-14
CCCNC(=O)C(Cc1ccc(C(F)(F)F)cc1)NC(=O)c1ccc(C#N)cc1 (stereo not drawn)	-3	0	1	4	-12	-1	-3	-8	-4	-16	0
CCCCn1[nH]c(-c2ccccc2)cc1=O	-8	-6	11	-3	5	4	11	20	2	-4	-6
O=C(c1ccc(S(=O)(=O)Nc2ccccc2)cc1)N1CCCC(C(F)(F)F)C1 (stereo not drawn)	-6	6	-28	6	2	2	20	13	10	-3	3
CSc1ncc(Cl)c(C(=O)Nc2ccc(S(=O)(=O)Nc3nccc(C)n3)cc2)n1	-6	4	-8	-10	-2	-65	-22	-7	14	2	-3
O=C(COC(=O)c1ccc(NS(=O)(=O)c2ccc3c(c2)OCCO3)cc1)NC1CC1	12	-2	-7	11	0	-7	6	8	-5	-3	-2
COc1ccccc1CNC(=O)CSc1nnc2c(Cl)cc(C(F)(F)F)cn12	-4	-2	-8	12	-2	-21	13	-11	0	-8	-2
CCN(C(=O)COC(=O)c1c(C)nn(-c2ccccc2)c1Cl)c1c(N)n(Cc2ccccc2)c(=O)[nH]c1=O	9	-4	-21	17	5	-11	-8	23	-6	-15	1
CCOC(=O)c1ccc(Cn2cnc3ccccc3c2=O)cc1	-2	-13	-16	-1	-23	-24	1	-12	-6	-4	0
CCCCCOc1ccc(C(=O)NC(C(=O)O)C(C)C)cc1 (stereo not drawn)	-1	-5	0	7	3	-5	25	6	-24	-22	-5
CC(C)(CNCc1ccccc1)NS(=O)(=O)c1ccccc1	-1	-3	7	15	6	9	-16	5	11	-5	-1
CC(C)(C)c1ccc(-c2c(C(=O)O)c(C(=O)O)c3n2CSC3)cc1	-12	-22	-5	-9	-2	23	-10	28	2	1	2
CCc1c(C)c2ccc(OCC(N)=O)cc2oc1=O	-3	-5	-18	39	-21	-13	-37	-7	1	7	-6
CSCC(=O)N1CCCC(CNC(=O)c2ccc(-c3ccccc3)cc2)C1 (stereo not drawn)	-2	5	-9	-1	-17	-18	17	5	5	8	3
Cc1nnc(NC(=O)C2CCN(S(=O)(=O)c3ccc(Cl)cc3)CC2)s1	5	-8	-4	-2	0	-5	4	6	1	6	-1
CC(NC(=O)c1ccco1)C(c1cccs1)N1CCN(c2ccccc2F)CC1 (stereo not drawn)	/	5	-7	42	-2	12	7	-8	1	3	1
Cc1cc(N2CCN(c3ccc(F)cc3)CC2)n2ncnc2n1	-2	10	9	-1	-22	-3	16	14	0	-1	-7
Cc1cccc(NC(=S)c2nc3ccccc3s2)c1	/	-32	-13	-107	-46	-93	-22	-63	7	-2	-11
CCN1C(c2ccc(F)cc2)=CS/C1=C(/C#N)c1nnc2n1-c1ccccc1SC2	-13	4	16	5	-17	-5	15	-4	1	4	-5
CC(=O)Cn1cnc2c(cnn2-c2ccccc2)c1=O	9	4	-13	-17	-17	-24	16	-33	2	0	3
CCNC(=O)O/N=C(\C)c1sc(-c2ccc(Cl)cc2)nc1C	-4	-11	-25	-83	-31	-116	-23	-78	-4	2	-11
O=C(C1CCN(S(=O)(=O)c2ccc(Cl)s2)CC1)N1CCN(c2ccccc2)CC1	-5	9	-1	23	3	-7	-24	-23	13	-7	6
CCOc1ccccc1C1CC(=O)NC2=C1C(=O)CC(C)(C)C2 (stereo not drawn)	0	2	3	-7	14	-7	14	-12	5	-15	-8
CN(C)c1ccc(CN2CCC(C(N)=O)CC2)cc1	0	2	0	17	2	-10	-5	9	-4	6	0
Cc1ccc(CNS(=O)(=O)/C=C/c2ccc3c(c2)OCO3)cc1	-5	-1	22	-5	-10	6	1	-22	1	8	-2
COc1ccc(-c2cc(C(F)(F)F)n3nc(C(=O)N4CCN(C(=O)c5ccco5)CC4)cc3n2)cc1	-2	16	-2	-1	-16	1	-7	5	2	1	7
O=C(CC(CC(=O)c1ccc(Cl)cc1)c1ccccc1C(=O)O)c1ccc(Cl)cc1	-23	-8	-34	-20	-5	6	2	-2	-4	1	-4
CCOC(=O)C1CCN(C(=O)CSc2cc(=O)n(CC)c3ccccc23)CC1	-1	1	-9	23	-16	12	-33	11	-12	-4	-5
COC(=O)[C@]1(Cc2ccccc2)N[C@H](CN(C)C(=O)Nc2ccc(F)cc2)[C@@H]2C(=O)N(C)C(=O)[C@@H]21	-5	-7	0	11	6	-5	-6	6	-4	9	5
O=C(/C=C/c1ccco1)NC(=S)Nc1nc(-c2ccc(Cl)cc2)cs1	13	-7	-14	-15	17	-8	-14	-29	-4	-9	4
Cc1ccc(S(=O)(=O)N2CCCCC2)cc1NC(=O)CCNC(=O)c1ccc([N+](=O)[O-])cc1	/	1	-11	-3	11	-1	9	18	-6	-3	-2
CN(C)/C=N/c1ncc(C(=O)c2ccc(Cl)cc2)s1	-6	-6	-38	-44	-40	-29	-4	-28	1	-2	3
Cc1cc(C)c2nc(SCC(=O)Nc3ccc(S(=O)(=O)N4CCCC4)cc3)c(C)cc2c1	-3	-14	-16	-5	-19	-1	7	7	-5	3	-5
COc1ccc(-c2nnc(SCC(=O)N(C)C3CCS(=O)(=O)C3)n2CC(C)C)cc1 (stereo not drawn)	/	1	-18	-7	15	-1	-4	12	-6	2	6
Cc1ccc(S(=O)(=O)N(C)C[C@@H]2OCc3cnnn3CCCC(=O)N([C@@H](C)CO)C[C@@H]2C)cc1	-4	-7	-5	-9	-36	-3	-12	16	-13	-23	12
COCC(=O)N[C@H]1C=C[C@@H](CC(=O)NCc2ccccc2OC)O[C@@H]1CO	/	/	/	2	-7	/	-9	/	-5	-12	/
Cc1cccc(NC(=S)N2CCCN(c3ncccc3[N+](=O)[O-])CC2)c1	4	-1	22	-2	6	-14	-7	21	12	7	5
Cc1ccc(-c2nnn(CC(=O)N(CC(=O)NC3CCCC3)c3cnc4ccccc4c3)n2)o1	-6	1	10	-3	-8	12	5	2	3	-6	-3
Cc1cc(C)c(C)c(S(=O)(=O)N2CCCN(C)CC2)c1C	12	1	19	18	-28	3	-1	13	4	-3	-6
CC(C)(C)c1ccc(OCCC(=O)OCC(=O)Nc2ccc(N3CCOCC3)cc2)cc1	7	-7	-6	-14	10	-5	4	0	0	2	10
O=C(CCNC(=O)c1ccc([N+](=O)[O-])cc1)N/N=C/c1ccc(F)cc1	-1	-1	-2	-7	3	-1	8	-8	-13	-2	-17
Cc1ccnc(NS(=O)(=O)c2ccc(NC(=O)c3ccc4c(c3)OCCO4)cc2)n1	2	4	-16	-21	21	-12	18	-7	1	-3	0
COc1ccc(C(=O)COc2ccc3c(C)cc(=O)oc3c2)cc1	-3	2	5	4	2	3	1	-43	-2	14	9
O=C(COC(=O)CNS(=O)(=O)c1c(Cl)cccc1Cl)Nc1cccnc1Cl	5	2	0	4	-7	-6	9	12	3	-7	3
CC(=O)Nc1ccc(S(=O)(=O)NCCCN2CCN(Cc3ccccc3)CC2)cc1Cl	-9	-5	1	18	1	-4	2	18	4	1	7
COc1ccc(C2CCCCCN2C(=O)C2CCN(S(=O)(=O)c3cccc(C(C)=O)c3)CC2)cc1 (stereo not drawn)	2	-5	10	11	-23	0	-3	10	-3	12	0
COc1ccc(/C=N/NC(=O)CC(=O)N/N=C/c2ccc(OC)cc2)cc1	-4	15	-5	23	-16	2	-10	1	3	-9	-3
O=C(Cn1cnc(S(=O)(=O)N2CCCCC2)c1)NCc1ccco1	-6	-4	8	-9	/	0	/	17	5	-1	-1
CN(CCc1ccccc1)C(=O)c1ccc(NC(=O)Cc2ccc(NC(=O)C3CCCN(C(=O)C4CCCC4)C3)cc2)cc1 (stereo not drawn)	-22	1	29	28	3	5	11	1	0	3	7
CC(=O)N1CCN(c2ccc([N+](=O)[O-])cc2)CC1	-2	-3	-9	3	-23	-1	7	-7	5	-8	7

Additional structures:
canonical_smiles	Vif inh	EBV LMP1 NFkB	TROY signal inh	NR5A2 inv ag	SRC2 inh	NCOA1 inh	NR2F2 inh	NCOA3 inh	C8 TRAIL sens	NOD2 RIPK2 PPI	TLR9-MyD88 inh
CCOc1ccc(S(=O)(=O)N(CC)CC)cc1NC(=O)CSCc1c(C)noc1C	8	-3	-17	-16	-24	-26	-12	-7	1	-7	5
O=C1CCC([N+](=O)[O-])C(c2cc(Br)ccc2F)N1 (stereo not drawn)	3	-2	-4	1	-32	8	-7	-26	-3	6	-10
CCCC[C@@H]1C[C@H]1[C@@H](NC(=O)c1ccccc1)c1ccccc1C(F)(F)F	1	3	3	-5	-9	-3	-2	-3	3	-9	6
CC(C)C(=O)NCCc1c[nH]c2ccccc12	9	-5	10	17	-22	9	-4	15	-4	-11	0
O=C(CCOc1ccccc1)OCC(=O)c1cc2ccccc2o1	-4	5	-10	6	-48	-10	16	11	7	-11	2

These rows are one share of the data (hit frequency here may not be typical).
